Tb PGK inh = qHTS Assay to Find Inhibitors of Phosphoglycerate Kinase. PGK/GAPDH coupled, Kinase-Glo luminescence, 60 min. Potency, µM (titrated, usually from 57.5 µM), for inactives: top-dose activity change, negative = inhibition, usual class: inhibitors. 380,000 compounds, 0.043% hits; note: potency is the fitted concentration of half-maximal effect; % is set by controls: 0 for no effect and ±100 for the full control effect; nearly all actives have a fitted effect of over 60% in size
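Recombinant glycosomal PGK reaction used 1,3-bisphosphoglycerate generated in-well by GAPDH (100nM final) in 100mM TEA pH 7.6, 5mM MgCl2, 0.01% Tween-20. After 60 minutes at room temperature, ATP was read by Kinase-Glo Plus luminescence end-point.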
BLM helicase inh = qHTS Assay for Inhibitors of Bloom's syndrome helicase (BLM); RecQ-like DNA helicase BLM (Homo sapiens), P54132; recombinant BLM DNA unwinding, fluorescence dequenching; Potency, µM (doses to about 56.1 µM), without a hit: top-dose activity change, negative = inhibition, hits mostly inhibitors; 350,000 compounds, 0.2% hits;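 note: potency is the fitted concentration of half-maximal effect; plate controls were vehicle for no effect and no enzyme for full effect; nearly all actives have a fitted effect of over 35% in size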
Anesthetic bind = qHTS Assay for Identification of Novel General Anesthetics | Potency, µM (series often up to 77.5 µM), for inactives: at the top dose activity change, negative = displacement, usual class: inhibitors | 350,000 compounds, 0.074% hits | apoferritin/1-aminoanthracene competitive binding, fluorescence; note: potency is the fitted concentration of half-maximal effect; % is set by controls: 0 for no effect and ±100 for the full control effect; nearly all actives have a fitted effect of over 20% in size
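Probe: 1-aminoanthracene (50% saturated, PBS). Protein: horse-spleen apoferritin, 10 uM. Incubation: 10 min, room temperature. Detection: 380 nm excitation, 535 nm emission. Analysis: normalized response, four-parameter Hill.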
APEX1 inh = qHTS Assay for Inhibitors of the Human Apurinic/apyrimidinic Endonuclease 1 (APE1). DNA repair nuclease/redox regulator APEX1 (Homo sapiens), P27695. recombinant APE1, TAMRA/BHQ-2 abasic DNA cleavage fluorescence. Potency, µM (titrated, usually from 65.8 µM), without a hit: at the top dose activity change, negative = inhibition, most hits filed as inhibitors. 350,000 compounds, 0.35% hits;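 note: potency is the fitted concentration of half-maximal effect; plate controls were vehicle for no effect and reference inhibitor for full effect; nearly all actives have a fitted effect of over 55% in size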
Target sequence (P27695 whole entry, looked up): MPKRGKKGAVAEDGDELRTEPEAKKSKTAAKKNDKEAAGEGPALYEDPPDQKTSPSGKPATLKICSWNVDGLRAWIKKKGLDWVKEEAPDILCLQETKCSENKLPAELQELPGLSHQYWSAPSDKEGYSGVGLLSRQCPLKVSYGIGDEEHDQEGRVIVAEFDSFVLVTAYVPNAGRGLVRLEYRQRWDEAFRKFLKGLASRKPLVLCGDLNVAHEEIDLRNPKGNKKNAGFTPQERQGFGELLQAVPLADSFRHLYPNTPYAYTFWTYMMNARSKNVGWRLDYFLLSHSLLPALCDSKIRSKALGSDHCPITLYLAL
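Substrate: short duplex with […] THF abasic site, 5'-TAMRA and 3'-BHQ-2, 50 nM final. APE1 at 0.75 nM, preincubated 15 min RT with compound. Fluorescence increase from first to third read measured activity.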
Pol eta inh = qHTS for Inhibitors of Polymerase Eta. Potency, µM (highest dose often 114 µM), for the others: at the highest dose activity change, negative = inhibition, hits mostly inhibitors. DNA polymerase eta (Homo sapiens), Q9Y253. AID 588591, 2011. 390,000 compounds, 1.2% hits. recombinant Pol eta, fluorescent DNA replication assay; note: potency is the fitted concentration of half-maximal effect; % is set by controls: 0 for no effect and ±100 for the full control effect
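Pol eta at 10 nM preincubated with compounds 15 min at room temperature; reaction started with fluorescent substrate (50 nM final) and read kinetically at 0 and 10 min.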
Pol beta inh = qHTS Assay for Inhibitors of DNA Polymerase Beta; P06746; AID 485314, 2010; 340,000 compounds, 1.3% hits; Pol beta primer extension/strand displacement, fluorescence kinetic; Potency, µM (highest dose often 114 µM), for inactives: top-dose activity change, negative = inhibition, hits mostly inhibitors; note: potency is the fitted concentration of half-maximal effect; % is set by controls: 0 for no effect and ±100 for the full control effect
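Enzyme-only controls used 10 nM Pol beta; buffer lacking enzyme served as negative control. Compound preincubated 15 min, then 50 nM substrate added; 0 and 10 min reads at room temperature.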
Pol iota inh = qHTS for Inhibitors of Polymerase Iota. DNA polymerase iota (Homo sapiens), Q9UNA4. Pol iota fluorescent replication assay, 10 min. Potency, µM (doses to about 115 µM), for inactives: at the highest dose activity, negative = inhibition, most hits filed as inhibitors. 390,000 compounds, 1% hits; note: potency is the fitted concentration of half-maximal effect
Target sequence (Q9UNA4 whole entry, looked up): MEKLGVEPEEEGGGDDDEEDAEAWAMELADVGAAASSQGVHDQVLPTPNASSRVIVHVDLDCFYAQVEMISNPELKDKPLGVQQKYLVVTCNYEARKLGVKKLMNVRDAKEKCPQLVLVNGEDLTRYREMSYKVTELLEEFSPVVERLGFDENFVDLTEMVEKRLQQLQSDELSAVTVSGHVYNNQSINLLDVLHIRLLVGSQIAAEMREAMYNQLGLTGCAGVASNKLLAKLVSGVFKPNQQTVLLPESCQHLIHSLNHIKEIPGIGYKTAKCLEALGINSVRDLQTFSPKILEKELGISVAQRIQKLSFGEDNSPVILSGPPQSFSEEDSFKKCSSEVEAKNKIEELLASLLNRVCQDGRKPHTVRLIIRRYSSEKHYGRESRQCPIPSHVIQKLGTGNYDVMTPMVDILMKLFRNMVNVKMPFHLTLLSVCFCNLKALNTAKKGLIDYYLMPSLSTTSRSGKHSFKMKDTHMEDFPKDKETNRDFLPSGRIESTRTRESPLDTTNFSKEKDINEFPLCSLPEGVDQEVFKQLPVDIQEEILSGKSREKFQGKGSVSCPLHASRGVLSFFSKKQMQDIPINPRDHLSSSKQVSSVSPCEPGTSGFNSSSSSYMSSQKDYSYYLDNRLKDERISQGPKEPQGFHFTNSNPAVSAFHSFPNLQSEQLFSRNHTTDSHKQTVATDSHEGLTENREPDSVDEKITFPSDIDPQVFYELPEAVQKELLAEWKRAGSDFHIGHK
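Pol iota at 10 nM preincubated 15 min with compounds at room temperature; reaction started with fluorescent substrate, 50 nM final. Fluorescence read kinetically at 0 and 10 min; buffer-only wells as negative control.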
POLK inh = qHTS for Inhibitors of Polymerase Kappa; 400,000 compounds, 0.53% hits; purified Pol kappa, fluorescent DNA synthesis assay, 10 min; Potency, µM (top dose mostly 107 µM), without a hit: at the highest dose activity, negative = inhibition, actives largely listed as inhibitors; note: potency is the fitted concentration of half-maximal effect; % is set by controls: 0 for no effect and ±100 for the full control effect
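Enzyme at 10 nM met test compounds for 15 min at room temperature. Substrate addition (50 nM final) began the reaction, which was monitored by fluorescence at 0 and 10 min.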
RXFP1 antagonist = qHTS Assay for Antagonists of the Relaxin Receptor RXFP1; Relaxin receptor 1 (Homo sapiens), Q9HBX9; activity change, negative = inhibition, % at 57.5 µM; HEK293-RXFP1, relaxin-stimulated cAMP HTRF, 30 min; stronger effect = lower value; AID 1259400, 2018; 350,000 compounds, 0.59% hits;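 active = activity change of -60% or lower, but not beyond a set lower limit; inconclusive = change between -60% and -40%, or beyond the set limit; inactive = change above -40%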; note: % is set by controls: 0 for no effect and ±100 for the full control effect
Numbers without * were called inactive; i = inactive; ? = inconclusive; · = not tested or not shown; [ ] = remark or other dose. Unless noted, calls come from the whole dose curve; as a rule, active = well fitted curve in the direction sought with a large enough effect; inconclusive = small, poorly fitted or top-dose-only effect, or another doubt; inactive = no such curve, though single readings can be large; an effect the other way counts as inactive or inconclusive. An excerpt, so the mix of outcomes need not match the whole.

SMILES	Tb PGK inh	BLM helicase inh	Anesthetic bind	APEX1 inh	Pol eta inh	Pol beta inh	Pol iota inh	POLK inh	RXFP1 antagonist
CNC(=O)N(O)C1N(/N=C/c2ccc(SC)cc2)C(=S)SC1(C)C (stereo not given)	0%	-5%	6%	1%	-7%	-8%	-12%	-9%	2
Cc1ccc(-c2nc(CSc3nnc(C)n4c3cc3occc34)c(C)o2)cc1	6%	-6%	4%	·	-4%	1%	3%	-7%	-3
CN(C)CCNC(=O)C1CCN(c2nc3ccccc3[nH]2)CC1	i	0%	-6%	·	-11%	6%	21%	-7%[60.1 µM]	-5
O=C(c1cccc2ccccc12)N1CCC(N2CCN(c3ccccc3)CC2)CC1	5%	-2%	?	1%	-4%	2%	17%	-2%	2
COc1cccc(CN(C)Cc2cc(=O)oc3c(C)c(C)ccc23)c1	-10%	-6%	-13%	-16%	-10%	0%	-5%	8%	-4
CC/C(=N\NC(=O)c1nnn(-c2nonc2N)c1-c1cccc(OC)c1)c1ccc(C)cc1	4%	-11%	-4%	-25%	-17%	-1%	-24%	-13%	-3
CCN1CCN(CCCNC(=O)C2CCCN(c3nc4c(C)cc(C)cc4s3)C2)CC1 (stereo not given)	0%	-10%	-22%	-2%	-4%	1%	26%	4%	-22
Cc1ccc([N+](=O)[O-])cc1NC(=O)CSc1n[nH]c(-c2cccnc2)n1	-7%	-3%	-5%	32%[12.4 µM]	-3%	2%	20%	-6%	0
CCC(=O)Nc1nnc(S(=O)(=O)N(CC)c2ccc(Cl)cc2)s1	i	-3%	-7%	5%	-16%	40%	41%[activator]	-8%	-1
COC(=O)CNC(=S)NC(=O)c1ccc(C(C)(C)C)cc1	i	-7%	?	-6%	-13%	-14%	27%	1%	-1
CN1C(=O)/C(=C/c2ccc(C(=O)NC3CCCC3)cc2)Oc2ccccc21	3%	-2%	1%	0%	-15%	18%	22%	-2%	-2
CN1CCN(CC(=O)Nc2ccccc2C(F)(F)F)CC1	-2%	0%	-15%	19%	0%	7%	14%	11%	-4
O=C(Nc1ccnn1C1CCN(CCCc2ccccc2)CC1)c1ccccc1Cl	-5%	2%	-9%	8%	-2%	29%	7%	-4%	-19
O=C(NCCCN1CCCCCC1)c1ccc2c(c1)sc1nc(-c3ccccc3)cn12	-6%	0%	-17%	·	10%	-19%	8%	-20%	-2
Cc1nn(CC(=O)Nc2ccc(C#N)cc2)c(C)c1[N+](=O)[O-]	i	-5%	-6%	12%	-5%	21%	-4%	-4%	4
Cn1c(=O)[nH]c(=O)c2c1nc(NCCCO)n2CCCc1ccccc1	-3%[11.5 µM]	1%	-3%	-3%	-15%	-17%	11%	-7%	-2
Cc1cc(O)cc2c1C(c1ccc(F)cc1)CC1(CC(C)(C)NC(=S)N1)O2 (stereo not given)	5%	3%	?	2%	-13%	0%	80%[activator]	0%	?
O=C1C2=C(C(=O)c3ccccc31)C1O[C@](c3ccsc3)(Cc3ccccc31)O2	·	-13%[12.4 µM]	?	16%[12.4 µM]	·	?	·	·	·
CC(C)(CO)NC(=O)CC1C(=O)NCCN1CC(c1ccccc1)c1ccccc1 (stereo not given)	-3%	-5%	-7%	3%	-2%	?	11%	-6%	4
CC1(C)Cc2c(C#N)c(SCCO)nc(N3CCOCC3)c2CO1	-4%	-3%	-10%	0%	-3%	13%	51%[activator]	2%	-6
Cc1ccc(/C=N/NC(=O)Cn2ccc(C(F)(F)F)n2)o1	-2%	-10%	-19%	16%	-15%	39%[activator]	90%[activator]	-3%	-21
Cc1cccc(CNc2ccc(S(=O)(=O)N3CCCCC3)cc2)c1	-6%	·	·	30%	-21%	·	10%	7%	-16
O=C(COc1ccccc1)Nc1ccc(F)cc1	-8%	·	·	·	-3%	·	-7%	-4%	-25
COc1ccc(NC(=O)Cn2nnc(C(=O)Nc3ccc(C)c(F)c3)c2N)cc1Cl	-9%	1%	-4%	·	-15%	0%	26%	3%	7
CC(=O)NCCOc1cccc(OCCNC(C)=O)c1	i	4%	-2%	1%	-6%	40%	-1%	5%	2
O=C(CSc1ccc(Cl)cc1)NCc1ccncc1	10%	0%	-8%	-2%	-12%	21%	97%[activator]	4%	-4
CCCN1Cc2cccc(C(=O)NCc3ccc(C)cc3)c2C1=O	-9%	-3%	-18%	-3%	-11%	0%	-6%	11%	-6
CC(C)(C)c1cc(=O)n2c(nc3ccccc32)[nH]1	-1%	3%	-13%	-3%	-19%	1%	42%[activator]	-7%	8
CCCS(=O)(=O)N1CCC(CCOc2ccccc2)(C(=O)OCC)CC1	5%	-1%	-14%	6%	-17%	-12%	156%[activator]	-9%	-2
Cc1ccc(S(=O)(=O)c2ccccc2)cc1S(=O)(=O)N1CCOCC1	2%	3%	-3%	-2%	-5%	25%	19%	-9%	4
COc1ccc(CCc2nnc(CCC(=O)NCCc3ncccc3C)o2)cc1	-6%	1%	-5%	13%	-6%	13%	8%	3%[60.1 µM]	0
O=C(Oc1cccccc1=O)c1ccccc1	·	-2%	-13%	-3%	-9%	1%	1%	10%	-11
CCN(c1ccccc1)S(=O)(=O)c1ccc(OC)c(NC(=O)c2cc(F)c(F)c(F)c2F)c1	5%	·	·	28%	-15%	·	14%	-6%	5
CN(Cc1cccc(F)c1)C(=O)c1ccc(S(=O)(=O)N2CCCCCC2)cc1	2%	·	·	-8%	-8%	·	-2%	-13%	-29
O=C(CNC(=S)N(Cc1ccccc1)Cc1cccnc1)NCc1ccccc1	6%	-1%	-12%	8%	-3%	0%	33%[activator]	-19%	-12
COc1cccc(C(=O)COC(=O)c2ccc(NC(C)=O)cc2)c1	-2%	-2%	-10%	?	?	6%	15%	-10%	15
COc1cccc(NC(=O)C(Cc2ccccc2)N2Cc3ccccc3C2=O)c1 (stereo not given)	i	-1%	5%	·	5%	0%	-11%	-8%	7
Nc1cccc2c1C(=O)c1ccc(Cl)cc1C2=O	-9%	·	·	·	-7%	·	?	-13%	10
O=C(NNC(=O)C1[C@H]2CCCC[C@@H]12)NC1CCCCC1 (stereo not given in full)	·	4%	0%	3%	-7%	-4%	-22%	-21%	1
O=S(=O)(c1ccc2c(c1)CCCN2)N1CCCCC1	-9%	·	·	4%	-5%	·	38%	10%	-6
Brc1ccc2nc(-c3c[nH]c4ccccc34)cn2c1	?	-4%	-13%	-1%	-20%	-17%	17%	-20%	4
O=C(Nc1ccc2c(c1)OCCO2)C1c2ccccc2C(=O)N2CCc3ccccc3C12 (stereo not given)	-2%	-4%	-2%	3%	-15%	27%	32%	-5%	·
Nc1ccc2nc3c(=O)n(C4CCCCC4)c(=O)[nH]c3nc2c1	-13%	-10%	144%[activator]	-6%	?	?	85%[activator]	-20%	1
Clc1cccc(CN2CCSCC2)c1	1%	-7%	?	13%	-8%	-1%	-11%	-15%	-5
COCCn1c(SCC(=O)N2CCC(C)CC2)nc2c([nH]c3ccccc32)c1=O	-4%	-6%	3%	15%	?	?	23%	-6%	2
O=C1Cc2cc(S(=O)(=O)Nc3cccc(F)c3)ccc2N1	-8%	·	·	11%	-7%	·	19%	-16%	-2
COc1cccc2sc(N3CCN(C(=O)C4COc5ccccc5O4)CC3)nc12 (stereo not given)	i	·	·	27%	-17%	·	10%	-20%	-39
Nc1cc(C(=O)OCC(=O)Nc2ccc(N3CCOCC3)cc2)ccc1Cl	-2%	·	·	-16%	-8%	·	39%	8%	2

Reprinted from the part before: 4 entries; new compounds follow.
SMILES	Tb PGK inh	BLM helicase inh	Anesthetic bind	APEX1 inh	Pol eta inh	Pol beta inh	Pol iota inh	POLK inh	RXFP1 antagonist
COCCn1c(SCC(=O)N2CCC(C)CC2)nc2c([nH]c3ccccc32)c1=O	-4%	-6%	3%	15%	?	?	23%	-6%	2
O=C1Cc2cc(S(=O)(=O)Nc3cccc(F)c3)ccc2N1	-8%	·	·	11%	-7%	·	19%	-16%	-2
COc1cccc2sc(N3CCN(C(=O)C4COc5ccccc5O4)CC3)nc12 (stereo not given)	i	·	·	27%	-17%	·	10%	-20%	-39
Nc1cc(C(=O)OCC(=O)Nc2ccc(N3CCOCC3)cc2)ccc1Cl	-2%	·	·	-16%	-8%	·	39%	8%	2
Cc1ccc(S(=O)(=O)N2CCN(C(=O)N3CCOCC3)C2C(C)C)cc1 (stereo not given)	-3%	-3%	-14%	-1%	-9%	23%	7%	5%	1
C=CCOC(=O)c1ccccc1C(=O)OCC1CO1 (stereo not given)	-8%	·	·	·	-11%	·	46%[activator]	-15%	-9
O=C(O)C1=C[C@@H](c2ccc3c(c2)OCO3)C[C@@H](OCc2ccc(CO)cc2)O1	-7%	-1%	-4%	-2%	0%	-1%	15%	-6%	·
COc1cc(NC(=O)C2CCN(S(=O)(=O)c3cnc[nH]3)CC2)cc(OC)c1OC	·	-4%	-5%	4%	10%	3%	14%	-3%	8
Cc1ccc(NS(=O)(=O)c2ccc3c(c2)NC(=O)C(C)C(=O)N3)c(Cl)c1 (stereo not given)	i	1%	-9%	21%	4%	23%	-24%	9%	2
O=C(CSc1ccccc1)Nc1ccccc1N1CCOCC1	6%	0%	-20%	-6%	-7%	2%	6%	-14%	0
CC(C)C(=O)N1CCN(c2nc3ccc(Cl)cc3s2)CC1	-5%	-2%	-5%	-3%	-21%	25%	16%	2%	-19
O=C(CN(c1ccc(F)cc1)S(=O)(=O)c1ccc2c(c1)OCCO2)Nc1cccnc1	6%	-3%	-17%	17%	-9%	-2%	11%	3%	-2
